FN deposit inh: fibronectin deposition inhibition | inhibition, % at 12.6 µM | AID 743247 | 350,000 compounds, 0.086% hits | AH1F fibroblasts, Alexa488-fibronectin deposition fluorescence, overnight;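 active = mean inhibition across replicates of 30% or more, regardless of how many single replicates reach that level; inconclusive = mean under 30% yet at least half of replicates reach 30%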;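 note: positive control wells lacked labelled fibronectin entirely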
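test system = AH1F fibroblasts assembling fluorescent fibronectin matrix | quantity = 10000 AH1F cells per well | buffer or medium = DMEM plus 2% serum, read in PBS | doses = single dose, pinned | incubation = 1 h cell attachment, overnight exposure to compound and label | detection = fluorescence at 485 nm excitation, 525 nm emission | read-out basis = inhibition from reduced deposited-fibronectin fluorescence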
miR122 inh: blocks miR-122 activity in Huh7 sensor cells. AID 602342. 340,000 compounds, 0.3% hits. activation (reporter increase), % at 12.5 µM. Huh7 miR-122 Renilla luciferase sensor, 48 h; neutral wells = 0, positive control = 100;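 active = mean replicate activation score at least 90 and every replicate individually at or above 90; inconclusive = only one of the two criteria met; inactive = neither criterion met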;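 note: higher luciferase means less miR-122 activity so hits act as miR-122 inhibitors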
LGR2 inh: Drosophila LGR2 receptor signaling inhibition. HEK293 LGR2, CRE-luciferase, bursicon-stimulated, 4 h. inhibition, % at 9.99 µM. 380,000 compounds, 0.35% hits. AID 720647;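 active = drop in luminescence signal, shown as inhibition above about 50% in the replicate tests, limit read from the data, passing the limit was not always enough; inconclusive = probably only some replicates passing the limit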;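 note: agonist challenge used bursicon conditioned medium at about half maximal strength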
PGC1a acetyl inh: PGC1a acetylation modulation, inhibitor mode; U2OS PGC1a acetylation, AlphaScreen anti-acetyl-lysine; with virally co-expressed GCN5 acetyltransferase; inhibition, % at 15.6 µM; 350,000 compounds, 0.17% hits;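 active = every replicate shows inhibition of at least 40%; inconclusive = mean inhibition at least 40% but some replicate below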;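 note: 0% = neutral control wells and 100% = positive control wells; some results beyond the cut were filed as inactive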
PAX8 inh HTS: inhibitors of PAX8 transcriptional activity in RMG-I cells. inhibition, % at 12.6 µM. RMG-I TPO-luciferase reporter, SteadyGlo, 24 h. AID 652154. 360,000 compounds, 1.2% hits;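 active = mean replicate inhibition at least 60% with every replicate also reaching 60%; inconclusive = only one of the two criteria is met; inactive = mean below 60% and not all replicates reaching 60%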;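 note: luciferase light reporting Pax8 driven TPO promoter activity; plate controls were median of neutral control wells for no effect and mitoxantrone controls for full effect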
CASP6 VEID inh: caspase-6 (human) enzyme inhibition; inhibition, % at 12.5 µM; AID 686996; 350,000 compounds, 0.53% hits; P55212; purified caspase-6, Z-VEID-R110 cleavage fluorescence;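 active = mean inhibition across replicates at least about 35%, with every replicate also reaching that limit, limit read from the data; inconclusive = only one of the two criteria met; inactive = neither criterion met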;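 note: 0% = median of neutral control wells and 100% = no fluorescence left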
Target sequence (P55212 24-179 limits assumed): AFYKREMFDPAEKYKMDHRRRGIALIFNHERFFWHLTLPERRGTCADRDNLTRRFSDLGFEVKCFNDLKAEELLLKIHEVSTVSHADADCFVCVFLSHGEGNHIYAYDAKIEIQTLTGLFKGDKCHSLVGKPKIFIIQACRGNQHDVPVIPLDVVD
Target sequence (P55212 194-293 limits assumed): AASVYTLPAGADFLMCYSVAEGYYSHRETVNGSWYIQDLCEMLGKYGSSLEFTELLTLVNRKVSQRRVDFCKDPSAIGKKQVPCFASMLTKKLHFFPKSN
EWS-Fli block: inhibitors of EWS/Fli oncoprotein transcriptional activity; inhibition, % at 12.6 µM; A673 NR0B1-luciferase reporter, viability-normalised; 350,000 compounds, 0.67% hits;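 active = mean inhibition of at least 50% after viability correction, with every replicate also passing that limit; inconclusive = mean reaches 50% but only one of two replicates passes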;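 note: firefly luciferase signal divided by Alamar Blue viability fluorescence both relative to DMSO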
Cneo AK release: Cryptococcus neoformans lysis via adenylate kinase release | AID 651654 | lysis activity, % at 15 µM | 360,000 compounds, 0.2% hits | C. neoformans lysis, adenylate kinase release luminescence, 4 h; normalised: neutral wells 0, clomiphene wells 100;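 active = mean lysis activity across replicates of at least 80%, whatever share of replicates individually reach that level; inactive = mean lysis activity below 80%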
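Signal: Adenylate kinase release luminescence | Assay system: Log-phase Cryptococcus neoformans yeast cells | Input: Cells at 5 × 10^6 per mL | Buffer or medium: Fresh YPD growth medium | Compound: Single dose | Schedule: Static 4 h at 37 °C with compound, 1 h detection | Controls: Clomiphene | Read-out: Luminescence rise reflecting yeast cell lysis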
* = called active by the depositor; ? = inconclusive; / = not tested or not shown; & = joins results of further samples; [ ] = another dose, or the depositor's remark.

SMILES	FN deposit inh	miR122 inh	LGR2 inh	PGC1a acetyl inh	PAX8 inh HTS	CASP6 VEID inh	EWS-Fli block	Cneo AK release
CC(C)(C)c1cc(NC(=O)C2(C)CCN2C(=O)C2(c3ccccc3)CCCC2)no1 (configuration not stated)	-15	3	3	12	-20	1	5	0
COc1ccccc1CNC(=O)C[C@H]1CC[C@@H]2[C@H](COC[C@H](O)CN2Cc2cccc(-c3ccncc3)c2)O1	-6	-8[16.7 µM]	4	-1	22	/	8	2
O=C(c1cccnc1)N1CC[C@@H]2[C@H](CO)Nc3ccc(-c4ccccc4)cc3[C@@H]21	2	8[16.7 µM]	-10	4	8	-2	1	0
CC(CC(=O)O)Nc1ccccc1O (configuration not stated)	-5	-5	10	1	20	2	-24	/
CC(C)N1CCN(Cc2cccs2)CC1CCO (configuration not stated)	/	/	16	/	-3	4	2	/
O=C(Nc1ccc(Cl)cc1)Nc1ccccc1C(=O)O	/	9	?	3	-9	3	-102	-7
O=C(NCCCN1CCCC1=O)C(=O)NCC1OCCN1S(=O)(=O)c1ccc(Cl)cc1 (configuration not stated)	1	1	-20	-2	3	-3	/	3
O=C(C1CCN(S(=O)(=O)c2cccc3cccnc23)CC1)N1CCCCC1	6	-1	-11	-5	-2	-1	8	2
CN(C)C(=O)c1cccc(-c2ccc([C@@H]3[C@@H](C#N)N(C(=O)C4CCCC4)[C@@H]3CO)cc2)c1	3	/	16	-2	/	1	-3	/
O=C(c1ccco1)N1CCN(C(=O)C2CCN(S(=O)(=O)c3cnc[nH]3)CC2)CC1	-4	1	/	-7	2	/	/	-1
COc1ccc(CNC(=O)CN(C(=O)CCC(=O)Nc2ccccn2)c2ccc3c(c2)OCO3)cc1	-6	6	-19	/	-2	-2	0	2
CCC(C(=O)Nc1ccc(OC)c(Cl)c1)c1ccccc1 (configuration not stated)	1	4	20	15	3	1	-3	/
Cc1ccc(C(=O)Nc2sc(C)c(-c3ccccc3)c2C(N)=O)cc1[N+](=O)[O-]	-8	-2	/	4	-97	/	/	-1
CCOc1ccc(CC2CC(=O)NC2=O)cc1 (configuration not stated)	/	-6	4	-2	/	/	/	1
CCC(C)NC(=O)Cn1nc(Cc2ccncc2)c2ccccc2c1=O (configuration not stated)	3	-4	0	-8	-19	-3	8	4
COc1cccc(CC(NC(C)=O)C(=O)NC2CCN(c3c4c(nc5ncnn35)CCC4)CC2)c1 (configuration not stated)	/	0	24	-9	/	/	/	-1
COc1cc(C(O)c2nc(-c3ccncc3)cs2)ccc1F (configuration not stated)	4	-10	/	10	1	1	2	0
Cc1c(N=Cc2nc3ccccc3n2C)c(=O)n(-c2ccccc2)n1C	-12	-6	-16	-2	1	-2	/	/
O=C(C[C@H]1CC[C@H]2[C@@H](COC[C@H](O)CN2C(=O)Nc2ccc(Cl)cc2)O1)NCCc1ccncc1	-2	-10[16.7 µM]	-58	2	-3	-2	-52	2
COc1ccccc1Nc1nnc(SCC(=O)c2c(N)n(C3CC3)c(=O)[nH]c2=O)s1	-24	-2	-3	-2	5	-2	-9	0

Profiles as entered above. Screens in order: FN deposit inh	miR122 inh	LGR2 inh	PGC1a acetyl inh	PAX8 inh HTS	CASP6 VEID inh	EWS-Fli block	Cneo AK release
Cc1ccc(C(=O)Nc2sc(C)c(-c3ccccc3)c2C(N)=O)cc1[N+](=O)[O-] across the screens: -8	-2	/	4	-97	/	/	-1
Cc1c(N=Cc2nc3ccccc3n2C)c(=O)n(-c2ccccc2)n1C across the screens: -12	-6	-16	-2	1	-2	/	/
CCC(C)NC(=O)Cn1nc(Cc2ccncc2)c2ccccc2c1=O (configuration not stated) across the screens: 3	-4	0	-8	-19	-3	8	4

(next part)
SMILES	FN deposit inh	miR122 inh	LGR2 inh	PGC1a acetyl inh	PAX8 inh HTS	CASP6 VEID inh	EWS-Fli block	Cneo AK release
Cc1noc(C)c1S(=O)(=O)N(CC(=O)Nc1ccc2c(c1)OCO2)c1ccc(C(C)C)cc1	-8	-4	0	-11	-11	0	-2	0
COCCN(C(=S)Nc1cccc(OC)c1)C(C)c1cccs1 (configuration not stated)	7	/	/	8	-3	2	-4	/
COc1cc2c(cc1OC)CN(C(=O)[C@@H]1[C@H]3C(=O)O[C@H](c4ccccc4)[C@H](c4ccccc4)N3[C@H](c3ccc(O)cc3)[C@@]13C(=O)Nc1ccc(C#CCCO)cc13)CC2	/	/	/	/	-10	2	1	-4
Cc1cc(C)c(C)c(S(=O)(=O)NCc2cccnc2)c1C	/	72	10	-2	/	2	-11	0
C[C@@H]1CN([C@H](C)CO)C(=O)c2cc(-c3ccncc3)cnc2O[C@H]1CN(C)S(=O)(=O)c1ccc(F)cc1	/	-4[16.7 µM]	0	-13	18	-2	-9	-3
O=c1[nH]nc(N/N=C/c2ccc(Cl)cc2Cl)c(=O)[nH]1	-4	-6	1	-11	48	-1	14	0
COC(=O)c1cc(Cl)c(NC(=O)c2ccc(C(C)(C)C)cc2)cc1OC	-1	-5	-4	-1	/	/	/	0
CCN(CC(=O)Nc1c(F)cccc1F)C(=O)CCC(=O)c1ccc(C)cc1	-4	/	20	/	-6	8	-1	-3
CCC1(c2ccccc2)NC(=O)N(Cc2ccc(C(=O)OC)cc2)C1=O (configuration not stated)	0	/	-8	/	10	1	1	/
Cc1cc(C)cc(NC(=O)C2CCN(S(=O)(=O)c3ccc4[nH]c(=O)ccc4c3)CC2)c1	1	-2	18	2	-8	0	5	0
CS(=O)(=O)c1ccccc1-c1nnc(-c2ccc(Cl)cc2)o1	-12	/	-11	-3	-34	1	-47	/
CC(C)NC(=O)Cn1cc(C(=O)C(=O)N2CCOCC2)c2ccccc21	-2	-3	-10	/	/	2	-8	4
C[C@@H]1CCCCO[C@H](CN(C)S(=O)(=O)c2cn(C)cn2)[C@@H](C)CN([C@H](C)CO)C(=O)c2cc(NC(=O)Nc3ccc(F)cc3)ccc2O1	-3	-4[16.7 µM]	-10	3	8	2	-2	5
CS(=O)(=O)N1CC(=O)N2[C@H](CO)[C@@H](c3ccc(C#CCC4CCCC4)cc3)[C@@H]2C1	12	/	-14	-10	-6	1	-5	/
COc1ccc(NC(=O)/C(C#N)=C\c2cc(C)n(-c3ccc4c(c3)OCO4)c2C)cc1	-13	/	9	/	13	0	20	/
CC(C)CNC(=O)NC(=O)COc1ccc(C=O)cc1	-3	-1	/	-3	-4	/	/	1
Clc1cccc(Cl)c1CSc1cc2c(nn1)-c1ccccc1CC2	-3	2	/	5	-108	/	/	1
Cc1nn(-c2ccc3ccccc3c2)c(=O)c2ccccc12	-7	4	-1	2	-72	0	-45	-4
CC12CCC3c4ccc(O)cc4CCC3C1CC(O)C2O (configuration not stated)	1	-4	3	0	13	-2	-5	3
CCC(=O)N(C)C[C@@H]1Oc2ncc(-c3ccccc3OC)cc2C(=O)N([C@@H](C)CO)C[C@H]1C	6	-9[16.7 µM]	10	3	/	1	4	0

Reformatted: results already given
| Compound | FN deposit inh | miR122 inh | LGR2 inh | PGC1a acetyl inh | PAX8 inh HTS | CASP6 VEID inh | EWS-Fli block | Cneo AK release |
| --- | --- | --- | --- | --- | --- | --- | --- | --- |
| CC(CC(=O)O)Nc1ccccc1O (configuration not stated) | -5 | -5 | 10 | 1 | 20 | 2 | -24 | / |
| CC(C)N1CCN(Cc2cccs2)CC1CCO (configuration not stated) | / | / | 16 | / | -3 | 4 | 2 | / |
| O=C(Nc1ccc(Cl)cc1)Nc1ccccc1C(=O)O | / | 9 | ? | 3 | -9 | 3 | -102 | -7 |
| O=C(NCCCN1CCCC1=O)C(=O)NCC1OCCN1S(=O)(=O)c1ccc(Cl)cc1 (configuration not stated) | 1 | 1 | -20 | -2 | 3 | -3 | / | 3 |
| O=C(C1CCN(S(=O)(=O)c2cccc3cccnc23)CC1)N1CCCCC1 | 6 | -1 | -11 | -5 | -2 | -1 | 8 | 2 |

More compounds.
SMILES	FN deposit inh	miR122 inh	LGR2 inh	PGC1a acetyl inh	PAX8 inh HTS	CASP6 VEID inh	EWS-Fli block	Cneo AK release
Cc1ccc(COC(=O)c2cc([N+](=O)[O-])ccc2N2CCOCC2)cc1	/	35	-17	/	24	-1	/	-3
C[C@H]1CN([C@@H](C)CO)C(=O)c2cc(NC(=O)Nc3ccc(C(F)(F)F)cc3)ccc2O[C@@H]1CN(C)Cc1ccc(-c2ccccc2)cc1	/	-5[16.7 µM]	2	-3	/	1	-8	27
O=C(C[C@H]1C=C[C@H](NC(=O)CCN2CCCCC2)[C@@H](CO)O1)Nc1nccs1	/	-18[16.7 µM]	-3	4	-3	1	-10	-2
Cc1ccc(C(O)c2ncc(-c3ccc(Cl)cc3)[nH]2)cc1 (configuration not stated)	-3	-7	-48	14	-23	4	-38	0
O=C1NC[C@H](CCCCN2C[C@H](Cc3ccc(O)cc3)N(Cc3ccccc3)C(=O)C2=O)N(CCc2ccccc2)C1=O	-2	/	13	/	-5	4	-4	/
O=C(N[C@H](Cc1ccccc1)C(=O)NCc1cccc2ccccc12)[C@H]1O[C@@H](n2ccc(=O)[nH]c2=O)[C@H](O)[C@@H]1O	7	/	-10	/	-1	4	-1	/
COc1ccc(CCNC(=O)CSc2nc3ccsc3c(=O)n2CC2CCC(C(=O)O)CC2)cc1OC (configuration not stated)	16	-3	3	-15	1	-8	/	-1
O=C(Nc1ccccc1)Nc1snnc1C(=O)Nc1cccc(O)c1	17	/	-12	/	-6	-3	-10	/
NC(=O)c1ccc(OCC(F)(F)F)nc1	1	-4	/	-5	3	1	1	17
COc1ccc(-c2nc(NC(=O)CSCCO)sc2C)cc1	1	/	/	-10	-24	2	-8	/
Cc1noc(C)c1NC(=O)Nc1ccc2c(c1)CC(=O)N([C@H](C)CO)C[C@@H](C)[C@@H](CN(C)Cc1ccc(C(=O)O)cc1)O2	3	2[16.7 µM]	-16	11	/	-1	-11	1
COc1cc2c(C(=O)N3CCN(C)CC3)c(C)n(-c3ccccc3)c2cc1Br	-7	-4	/	2	4	/	/	-3
CC(C)CC#Cc1ccc2c(c1)O[C@H](CN(C)C(=O)Cc1ccncc1)[C@H](C)CN([C@H](C)CO)S2(=O)=O	3	-6	35&3	-4&3&-6	12	-1&-3&0	13&-1&-3	0&-1&2
CCCOC(=O)CSc1nc(N2CCOCC2)c2c(c1C#N)CC(C)(C)OC2	3	/	8	/	-27	3	-16	0
CCNc1nc(=S)nc(NC(C)C)[nH]1	/	/	-11	/	4	1	45	/
Cc1nn(-c2ccccc2)nc1C(=O)NN	7	1	9	4	-8	-9	0	5
CSc1cccc(CN2CCCC(CO)(Cc3cccc(Cl)c3)C2)c1 (configuration not stated)	-12	/	5	/	5	0	-1	1
CN(c1ccccc1)C1CCCCC1NS(=O)(=O)c1ccc(Cl)cc1 (configuration not stated)	-2	/	-62	/	9	1	16	/
Cc1ccc(C(=O)CCC(=O)Nc2ccc(C)cn2)cc1	-6	-3	-10	11	-8	-2	-9	-1

Screening data from PubChem.

The order is random; overall some 2.5% were active at least once.
